Screens deposited in PubChem by several laboratories.
PKA-R1A activ: PKA-R1A complex activation. P00514+P68181. hit rate 0.083% among 340,000. PKA-R1A dissociation, Cy5-IP20 fluorescence polarization; scaled: DMSO 0%, 113 µM cGMP 100%. activation, % at 11.4 µM;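 active = percent activation above the mean of all tested compounds plus 3 SD, cut at about 19% in these data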;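 note: higher means more PKAc released from R1A so a rise in polarization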
SUMO Mot1 rescue: blocks SUMOylation pathway, rescuing yeast Mot1-301 growth; growth rescue, % at 18.8 µM; AID 2716; S. cerevisiae Mot1-301 growth rescue, ATP luminescence, 38.5C; percent above DMSO median, 100 means doubled; hit rate 1% among 320,000;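 active = every valid replicate shows activation above 250% relative to neutral control wells; inactive = the rest, any valid replicate at or below 250%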;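 note: OY570 slx delta 5 strain wells were the positive control but not used for scaling; some compounds called inactive have numbers as strong as hits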
OPRM1-OPRD1 inv: inverse agonists of human mu-delta opioid receptor heterodimerization. inhibition, % at 9.3 µM. cell-based MOR-DOR heterodimer luminescence, inverse agonism. hit rate 0.21% among 340,000. P35372+P41143; in the data active = inhibition above about 22%, passing the limit was not always enough;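 note: 0% = cells with DMSO and 100% = wells without cells with DMSO; values of inactives mirror those of a sister screen read the other way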
PfHsp90 yeast 2: growth inhibition of yeast expressing Plasmodium Hsp90 | S. cerevisiae expressing PfHsp90, BacTiter-Glo ATP, 48 h; yeast lacking PDR1 and PDR3 efflux regulators | inhibition, % at 9.4 µM | hit rate 0.32% among 310,000 | AID 504621;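 active = every replicate shows inhibition above about 80%, whatever the replicate mean, limit read from the data; inconclusive = mean inhibition reaches the set limit but some replicate falls short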;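 note: 0% = DMSO neutral controls and 100% = 20 µM radicicol positive controls; yeast relying on Plasmodium falciparum Hsp90 in place of its own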
AddAB inh: less growth of phage-infected E. coli with AddAB. inhibition, % at 11.9 µM. AID 435030. hit rate 0.29% among 330,000. E. coli expressing H. pylori AddAB, absorbance growth; in the data active = inhibition above about 12%;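 note: 0% = vehicle wells of infected cells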
MOR-DOR ag: OPRM1-OPRD1 heterodimerization agonism | activation, % at 9.3 µM | AID 504326 | cells, luminescence | hit rate 0.3% among 340,000; in the data active = activation above about 18%;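 note: 0% = vehicle-treated cells and 100% = reference agonist; values of inactives mirror those of a sister screen read the other way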
Ecoli viability: counter-screen for AddAB inhibitors: E. coli growth inhibition. E. coli V3065 growth, OD600 absorbance, 18 h. inhibition, % at 11.9 µM. hit rate 0.27% among 330,000. AID 449728;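 active = inhibition above the campaign's mean inhibition across all tested compounds plus 3 SD, cut at about 9.9% in these data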;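 note: uninfected addAB+ strain grown without phage in ampicillin broth; 0% = DMSO wells and 100% = ciprofloxacin 0.95 µg/ml wells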
HTR5A inv ctr: inverse agonist of human HTR5A in OPRM1-OPRD1 counter-screen; HTR5A cell line, luminescence, inverse agonism; hit rate 0.083% among 340,000; inhibition, % at 9.3 µM; P47898; AID 504634; in the data active = inhibition mostly above about 23%, no sharp cut-off; inactive = mostly below about 18%;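 note: 0% = cells with DMSO and 100% = no-cell wells with DMSO; some compounds called inactive have numbers as strong as hits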
HTR5A ag: counter-screen for OPRM1-OPRD1 agonists: human HTR5A agonism | HTR5A agonist assay, luminescence, cell-based | activation, % at 9.3 µM | hit rate 0.61% among 340,000; in the data active = activation mostly above about 9.5%, no sharp cut-off; inactive = mostly below about 7.6%;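 note: 0% = cells with vehicle only and 100% = reference agonist; strong numbers were not always called active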
DSG3 Ab inh: human desmoglein-3 autoantibody binding inhibition; P32926; DSG3-coupled beads, scFv-anti-DSG3-GFP binding, flow cytometry; active compounds read low; binding (percent of control), % at 10 µM; hit rate 0.48% among 310,000; AID 588358;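 active = binding more than 3 SD below its plate's average and above zero; inconclusive = below that plate limit but binding exactly zero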;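 note: hits lower antibody fragment binding to DSG3; some compounds called inactive have numbers as strong as hits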
Target sequence (P32926 whole entry, looked up, the tested form may be a part): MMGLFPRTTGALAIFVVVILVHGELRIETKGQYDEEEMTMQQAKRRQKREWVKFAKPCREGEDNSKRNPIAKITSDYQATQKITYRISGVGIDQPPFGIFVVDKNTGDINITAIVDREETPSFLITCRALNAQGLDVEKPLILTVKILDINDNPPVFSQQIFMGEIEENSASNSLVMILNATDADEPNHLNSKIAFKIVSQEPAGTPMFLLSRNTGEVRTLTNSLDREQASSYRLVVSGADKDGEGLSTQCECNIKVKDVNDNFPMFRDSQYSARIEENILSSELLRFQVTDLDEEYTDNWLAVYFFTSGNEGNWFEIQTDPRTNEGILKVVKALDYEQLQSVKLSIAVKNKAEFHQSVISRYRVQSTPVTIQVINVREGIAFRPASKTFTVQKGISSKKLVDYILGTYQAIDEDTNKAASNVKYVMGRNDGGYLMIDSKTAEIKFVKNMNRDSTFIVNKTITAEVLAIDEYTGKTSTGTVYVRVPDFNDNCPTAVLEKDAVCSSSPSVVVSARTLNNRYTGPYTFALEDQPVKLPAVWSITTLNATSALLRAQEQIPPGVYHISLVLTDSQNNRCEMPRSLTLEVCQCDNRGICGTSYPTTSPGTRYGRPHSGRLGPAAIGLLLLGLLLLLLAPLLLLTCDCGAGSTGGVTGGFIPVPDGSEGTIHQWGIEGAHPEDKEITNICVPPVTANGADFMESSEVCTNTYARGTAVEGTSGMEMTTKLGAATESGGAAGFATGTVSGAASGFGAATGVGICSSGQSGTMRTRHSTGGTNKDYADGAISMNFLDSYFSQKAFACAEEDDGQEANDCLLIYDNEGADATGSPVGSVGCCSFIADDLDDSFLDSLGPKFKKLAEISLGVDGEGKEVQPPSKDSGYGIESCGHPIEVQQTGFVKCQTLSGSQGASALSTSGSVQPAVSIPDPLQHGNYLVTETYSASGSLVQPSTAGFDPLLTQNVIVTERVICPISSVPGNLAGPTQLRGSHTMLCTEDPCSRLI
phage Ecoli inh: E. coli growth loss with phage present; inhibition, % at 11.9 µM; growth absorbance; hit rate 0.26% among 360,000; in the data active = inhibition above about 11%
Numbers without * were called inactive; ? = inconclusive; . = no result given.

Values run as follows: PKA-R1A activ, SUMO Mot1 rescue, OPRM1-OPRD1 inv, PfHsp90 yeast 2, AddAB inh, MOR-DOR ag, Ecoli viability, HTR5A inv ctr, HTR5A ag, DSG3 Ab inh, phage Ecoli inh
> CS(=O)(=O)c1ccc(Cl)c(NC(=O)c2cccc(-n3cnnn3)c2)c1
 : -2, 65, 15, ., 1.9, -2.9, 0.7, 3, 4, 99, 0.5
> CCN(CC)S(=O)(=O)c1ccc(C(=O)Nc2ccc(OCC(=O)N3CCOCC3)cc2)cc1
 : -6, 3, 17, 2, -1.1, -3.1, 2.9, 10, -3, 100, 0.1
> CCOC(=O)CSc1nc2cc(C(=O)NCc3ccco3)ccc2c(=O)n1C1CCCCC1
 : -13, 3, 4, ., -1.7, -0.7, -1.0, -16, 3, 93, .
> Cc1cc(C)cc(OCC(=O)NNC(=O)c2cc(C)[nH]n2)c1
 : -5, -10, 9, 5, 1.1, -1.5, 0.5, -33, 13, 109, 0.2
> COc1ccc(/C=N/NC(=O)c2ccoc2C)cc1COc1ccc(Cl)cc1
 : 6, 10, -9, -27, 0.0, 1.6, 1.4, 3, 3, 90, 0.8
> COc1ccc(C(=O)COC(=O)c2cc(C)no2)c(OC)c1
 : 3, 10, 10, -34, -1.8, -2.5, 1.2, -19, -1, 107, -0.1
> COc1ccc(S(=O)(=O)NC(C)C(=O)NCc2cccnc2)cc1Cl (stereo not given)
 : 9, 196, -6, -11, 0.0, 0.7, -0.6, -17, -2, 103, 1.7
> O=C(COC(=O)/C=C/c1cccs1)NC(c1ccccc1)c1ccccc1
 : -2, -3, -13, 18, 1.5, 2.4, 1.0, 2, 10, 108, 2.6
> COC(=O)c1ccc(OCC(O)CN2C(=O)c3ccccc3S2(=O)=O)cc1 (stereo not given)
 : 9, 6, 9, -21, -2.0, -1.7, -2.0, -11, 0, 101, 2.3
> Nn1c(SCc2cccc(F)c2)nnc1-c1cccnc1
 : -7, -7, 8, -6, 1.1, -1.7, 0.7, 11, -1, ., 1.3
> Clc1ccc(OCc2nc(-c3ccncc3)no2)c(Br)c1
 : -11, 35, -2, 21, -0.7, 0.4, 1.3, -24, 9, 97, 0.9
> CN(C)/C=C/C(=O)c1cnc(-c2cccc(Cl)c2)s1
 : -9, 12, 10, -101, 3.6, -2.1, 0.9, -16, 6, 98, 0.1
> CN(C)C(=O)c1ccc(NC(=O)c2cccc(S(=O)(=O)N3CCCCCC3)c2)cc1
 : -4, -11, 14, -34, 3.8, -2.7, -1.2, -13, 4, 101, 0.9
> Nn1c(Nc2ccccc2)nc2ccccc2c1=O
 : -14, 2, -11, -3, 1.3, 2.0, -0.9, -2, 1, 110, 1.3
> O=[N+]([O-])c1cccc(/C=N\N2CCN(Cc3ccccc3Cl)CC2)c1
 : 0, 266, -3, -32, 3.3, 0.5, -0.7, -11, 7, 84, 1.6
> COc1cc(NC(=O)c2ccno2)cc(C(=O)Nc2cccc(C(F)(F)F)c2)c1
 : -4, -13, -30, 8, 2.4, 5.2, 0.5, -9, -4, 97, 3.0
> Cc1ccc(C(=O)Nc2ccncc2)cc1S(=O)(=O)N1CCOCC1
 : 5, 3, 2, -4, 0.9, -0.3, -1.8, -3, 0, 103, 1.4
> COc1cc(C2NC(=O)CCC2[N+](=O)[O-])c(OC)cc1Br (stereo not given)
 : -2, 48, 5, 4, -0.3, -1.1, -2.8, 4, -1, 100, 1.1
> COc1cc2sc3cc(NCC[C@@H]4CCCN4C)ccc3c(=O)c2cc1OC
 : 1, -8, -16, 10, 0.9, 2.7, -1.4, -22, 8, 114, 1.1
> COc1ccnc(Oc2ccccc2)c1C(N)=O
 : -6, 3, 7, -5, 1.4, -1.5, -0.6, 10, -4, 102, 3.8
> CCCC(=O)N1CC(=O)Nc2ccc(F)cc2C1c1ccccc1 (stereo not given)
 : -8, 0, 3, 17, 2.8, -0.6, 0.5, -8, 3, 86, 2.4
> COCC(=O)NCc1ccc2c(c1)OCO2
 : 5, 1, 16, -3, 2.8, -3.4, 0.8, -3, 1, 98, 0.1
> CC1=NOC(=O)/C1=C/c1ccc(-c2ccc(Cl)cc2)o1
 : -14, -19, -32, 105*, -2.0, 5.5, -0.4, -3, 1, 75, .
> CCCCCCCCn1cc(C(C)=O)c(=O)[nH]c1=O
 : -2, -13, 4, ., 4.7, -0.8, 2.1, -25, -1, 101, 2.2
> COc1cc(CN2CC(=O)N(c3ccc(C)c(C)c3)C2=S)cc(OC)c1OC
 : -7, 6, 14, -16, -1.0, -2.3, -0.4, -8, 1, 93, 2.5
> CNc1ccc(NC(C)=O)cc1[N+](=O)[O-]
 : -2, -1, 16, 2, 1.0, -2.6, -0.2, 17, -4, 97, 3.7
> CN(CCc1ccccn1)C(=O)CC1C(=O)NCCN1Cc1ccccc1C(F)(F)F (stereo not given)
 : 1, -6, 15, -3, 2.2, -3.2, 3.3, 3, -1, ., 1.6
> CC(=O)NC(CC(=O)c1ccc([N+](=O)[O-])cc1)C(Cl)(Cl)Cl (stereo not given)
 : -3, -5, -3, 7, 2.7, 0.6, -0.8, 16, 0, ., 3.5
> O=C(NCCNC(=O)c1cc(Cl)ccc1Cl)c1ccco1
 : -3, 1, 14, -26, 2.0, -2.1, -0.8, 8, -3, 92, -0.5
> COc1cc(OC)c(-c2sc(Nc3ccccc3)n[n+]2-c2ccc(F)cc2)cc1OC
 : -2, 2, 9, -1, 2.6, -1.7, 0.8, -18, 7, 109, 3.0
> COC(=O)c1cc(OC)c(OC)cc1NC(=O)c1c(-c2ccccc2Cl)noc1C
 : -12, -2, 9, ., -0.8, -1.9, 1.2, 8, -3, 99, 1.1
> CCC1(CC)NC(=O)N(CC(=O)OC(C)C(=O)Nc2cc([N+](=O)[O-])ccc2OC)C1=O (stereo not given)
 : -2, 103, 1, 8, 4.0, -0.4, -1.5, -22, 8, 111, 0.6
> Cc1nc([N+](=O)[O-])cn1CC(=O)Nc1ccc(F)c(Cl)c1
 : 2, 6, -2, -5, 1.1, 0.3, 0.8, 3, 2, 109, 0.2
> CCCCOc1ccc(C(=O)NCC(=O)NC2CCCCC2)cc1
 : 5, -10, 17, 2, 1.3, -4.5, 0.2, 14, -5, ., -0.8
> COc1ccc(NC(=O)CSc2cc(C)ccc2C)cn1
 : 2, -11, 10, 11, 2.1, -2.0, 4.6, 10, 6, 102, 2.6
> CCN(CC)S(=O)(=O)c1ccc2c(c1)nc(SCC(N)=O)n2-c1ccc(OC)cc1
 : -2, 3, 10, -20, 6.3, -2.2, 0.4, -8, -2, 118, 1.6
> COc1cc(CCC(=O)N2CCN(S(=O)(=O)c3ccc(C)cc3)CC2)cc(OC)c1OC
 : -12, 4, 5, 16, 2.3, -1.3, 2.3, 12, -5, 113, 5.3
> CCOc1ccc(C(C(=O)NC2CCCC2)N(CCOC)C(=O)CNC(=O)c2ccco2)cc1 (stereo not given)
 : 7, -7, 2, 6, 1.2, -0.3, 0.4, 5, 3, ., -0.3
> C=C(C)CSc1nnc(CCCCCNC(=O)OC(C)(C)C)o1
 : -7, -6, 4, 31, 4.0, -0.8, 2.0, -13, 5, ., 0.4
> CCC(=O)Nc1ccc(N2CCN(S(C)(=O)=O)CC2)cc1
 : -5, -5, 17, 14, 0.5, -3.2, 0.7, -7, 3, 111, -0.6

One compound at a time, as listed above:
CNc1ccc(NC(C)=O)cc1[N+](=O)[O-] across the screens: PKA-R1A activ = -2; SUMO Mot1 rescue = -1; OPRM1-OPRD1 inv = 16; PfHsp90 yeast 2 = 2; AddAB inh = 1.0; MOR-DOR ag = -2.6; Ecoli viability = -0.2; HTR5A inv ctr = 17; HTR5A ag = -4; DSG3 Ab inh = 97; phage Ecoli inh = 3.7
CC1=NOC(=O)/C1=C/c1ccc(-c2ccc(Cl)cc2)o1 across the screens: PKA-R1A activ = -14; SUMO Mot1 rescue = -19; OPRM1-OPRD1 inv = -32; PfHsp90 yeast 2 = 105*; AddAB inh = -2.0; MOR-DOR ag = 5.5; Ecoli viability = -0.4; HTR5A inv ctr = -3; HTR5A ag = 1; DSG3 Ab inh = 75; phage Ecoli inh = .

Following part:
Values run as follows: PKA-R1A activ, SUMO Mot1 rescue, OPRM1-OPRD1 inv, PfHsp90 yeast 2, AddAB inh, MOR-DOR ag, Ecoli viability, HTR5A inv ctr, HTR5A ag, DSG3 Ab inh, phage Ecoli inh
> CCc1ccc(C2=NN(CCC(=O)NC3CCCCCC3)C(=O)CC2)cc1
 : -3, 0, 9, 6, 3.9, -1.8, -2.3, -12, 6, 98, -0.3
> O=C(c1cc2ccccc2o1)N1CCN(c2ccccc2Cl)CC1
 : -2, 4, -11, ?, 1.5, 2.1, 0.7, 6, -3, 102, 3.6
> O=C(COc1ccccc1)N(Cc1ccccc1)c1nc(-c2ccccc2)cs1
 : 5, ., 13, ., 4.2, -2.9, -0.8, -10, -1, 107, 2.4
> CC(=O)NNC(=O)c1cc2c3ccccc3n(C)c2s1
 : 2, 165, 1, 13, 2.8, -0.2, 3.6, 20, -7, 102, 3.2
> COc1cccc(NC(=S)NNC(=O)Cn2nc([N+](=O)[O-])cc2C)c1
 : 2, -32, 11, 10, 2.4, -2.0, 2.0, 13, -5, 105, 2.8
> O=C(C1=C(O)C(=O)N(c2ncccn2)C1c1ccc(Cl)cc1)c1ccco1 (stereo not given)
 : -5, 0, 18, ., 4.1, -3.7, -1.2, -1, 0, 110, 2.8
> O=C(NCCOc1ccccc1)c1ccccc1NC(=O)C1CCCO1 (stereo not given)
 : -3, 53, 7, -59, 5.7, -1.4, -0.3, -3, 1, 100, -0.8
> CCCNc1ncnc2sc(C)c(C)c12
 : 1, -23, 3, -36, 4.2, -0.8, -1.0, -17, 11, 112, 2.2

Of the compounds above, 3 have a thiophene ring, fused or not:
Values run as follows: PKA-R1A activ, SUMO Mot1 rescue, OPRM1-OPRD1 inv, PfHsp90 yeast 2, AddAB inh, MOR-DOR ag, Ecoli viability, HTR5A inv ctr, HTR5A ag, DSG3 Ab inh, phage Ecoli inh
> O=C(COC(=O)/C=C/c1cccs1)NC(c1ccccc1)c1ccccc1
 : -2, -3, -13, 18, 1.5, 2.4, 1.0, 2, 10, 108, 2.6
> CC(=O)NNC(=O)c1cc2c3ccccc3n(C)c2s1
 : 2, 165, 1, 13, 2.8, -0.2, 3.6, 20, -7, 102, 3.2
> CCCNc1ncnc2sc(C)c(C)c12
 : 1, -23, 3, -36, 4.2, -0.8, -1.0, -17, 11, 112, 2.2
